High-throughput results as filed in PubChem BioAssay.
KDM5B inhibitor: Primary screen for KDM5B Histone Demethylases FDH-coupled qHTS | Lysine-specific demethylase 5B (Homo sapiens), Q9UGL1 | KDM5B demethylase, FDH-coupled NADH fluorescence (FDH is formaldehyde dehydrogenase) | Potency, µM (doses to about 57.7 µM), inactives show at the top dose activity change, negative = inhibition, most hits filed as inhibitors | 220,000 compounds, 2.6% hits | AID 1347165, 2019; active = well fitted inhibition curve with a large enough effect; inconclusive = small, poorly fitted or top-dose-only effect; inactive = no such curve, though single readings can be large or run the other way; also: 0% is about no effect; nearly all actives have a fitted effect of over 70% in size
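KDM5BΔAP (200 nM final) in 50 mM HEPES pH 7.5, 0.01% Tween-20 was preincubated 10 min at RT with compound over a concentration range. Substrate mix (H3K4me3 12.5 µM, α-KG 25 µM, Fe²⁺, ascorbate, NAD⁺, FDH) was added, and NADH fluorescence change over 30 min gave dose-response curves.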
An asterisk follows results filed as active; ? = inconclusive; & = joins results of further samples; [ ] = another dose, or the depositor's remark. Potency is read from the fitted curve at half-maximal effect. This is a subset, so the mix of outcomes need not match the whole.

compound | KDM5B inhibitor
COc1cc(C(C#N)N2CCC(c3ccccc3)=N2)ccc1O (stereo not given) | -19%
Cc1nc(C)c(C(=O)N2CCC(N3C[C@H](O)C[C@H]3C(=O)NC3CCCCC3)CC2)s1 | -24%
N#Cc1nc(COc2ccc(Cl)cc2)oc1N1CCCCCC1 | 5%
Cc1ccc(C)c(Nc2cc(C(=O)NCc3cccnc3)c3ccccc3n2)c1 | 11%
O=C1NC(=NC2CCCCC2)C2(CCCN(Cc3ccc(F)cc3)C2)N1c1cccnc1 (stereo not given) | 22%[115 µM]
CCOCCCNCc1ccc(F)cc1Cl | -26%
COc1cc(OC)cc(C(=O)NCCc2csc3nc(-c4ccccc4F)nn23)c1 | -7%
COc1ccc(CN2C[C@H](O)C[C@H]2c2nc(-c3ccc(F)cc3)no2)c(OC)c1OC | ?
CS(=O)(=O)N(C1CC1)C1CCOC2(CCN(C(=O)NCc3ccccc3)CC2)C1 (stereo not given) | -1%
COc1ccc(NC(=O)N2CCC3(CC2)N(CC2CC2)C(=O)CS3=O)cc1 (stereo not given) | 29%
CC(C)S(=O)(=O)N1CC(N(C)Cc2cccnc2)C1 | 24%
Cc1c2c(nc3ccccc13)CCSC2 | -3%
CNC(=O)C(=O)NCC1OCCCN1S(=O)(=O)c1ccc2c(c1)OCCO2 (stereo not given) | 13%
COc1cc(OC)c(C2=CCN(C(=O)COc3ccc(Cl)cc3C)CC2)c(OC)c1 | ?
Cc1ccc(C(=O)N/C(=C\c2cn(S(=O)(=O)N(C)C)c3ccccc23)C(=O)NCCCn2ccnc2)cc1 | 8%
O=C(NCc1ccccc1)[C@@H]1COCC(=O)N1Cc1ccc(F)cc1 | ?
COc1ccc(OC)c(NC(=O)Cn2c(CCC(=O)O)ccc2-c2ccccc2)c1 | ?
CC(NC(=O)C1CCN(S(=O)(=O)c2ccc3c(c2)oc(=O)n3C)CC1)c1ccccc1 (stereo not given) | -17%
COC(=O)C1CCN(Cc2cc(=O)oc3cc(C)c(Cl)cc23)CC1 | 7%
Cc1c(C(=O)COC(=O)CCCNS(=O)(=O)c2cccs2)oc2ccccc12 | -13%
O=C(NC1CCN(c2cc(-c3ccccc3)[nH]n2)C1)c1ccc(Br)cc1 (stereo not given) | -22%
Cn1ccnc1CN1C[C@H]2CN(C(=O)C3CC3)CCN2C1=O | 10%[86.2 µM]
COc1ccccc1NC(=O)c1sc2nc(N3CCOCC3)c3c(c2c1N)CC(C)(C)OC3 | -5%
Cc1cc(C)c2c(=O)cc(CSCC(=O)Nc3nnc(C)s3)[nH]c2c1 | ?
Cc1ncccc1C(=O)N1CCCn2ccnc2C1c1ccccc1 (stereo not given) | 9%
c1ccc(Cn2cnnc2CC2CCCNC2)cc1 (stereo not given) | -7%
CC(=C/C(=O)O)/C(=C\c1ccc(Br)o1)C(=O)O | 13%
CCn1cc(/C=C(\NC(=O)c2ccc(OC)c(OC)c2)C(=O)NCCCn2ccnc2)c2ccccc21 | -7%
CC(C(=O)NCc1ccc(F)cc1F)C1CCOCC1 (stereo not given) | -23%
CSc1nnc(NC(=O)c2cc(=O)c3cc(Cl)cc(Cl)c3o2)s1 | -7%
CCn1c(CN2CCC(C)CC2)nc2cc(NC(=O)c3ccccc3[N+](=O)[O-])ccc21 | 9%
CCCNC(=O)[C@@H]1Cc2cn(Cc3c(C)noc3C)c3cccc(c23)[C@H](CC(C)C)N1 | ?
Cc1cc(OCC(=O)Nc2ccc(C(=O)OC3CCCCC3)cc2)ccc1Cl | -6%
C=CCC(=O)N1CCCC(N2CCN(c3cccc(C(F)(F)F)c3)CC2)C1 (stereo not given) | 26%
COc1cccc(CN2CCOC3CCN(C(=O)c4cccnc4)CC3C2=O)c1 (stereo not given) | -16%[86.2 µM]
Cc1cc(=O)c(C(=O)N2CCN(S(=O)(=O)c3ccccc3C#N)CC2)nn1-c1ccccc1F | 16%
CCN(CCOC)Cc1cn(C)nc1-c1ccc(C2CCCCC2)cc1 | -6%
Cc1ccc(NC(=O)Nc2ccccc2)c(=O)n1CC(=O)N1CCN(c2ccccc2)CC1 | 28µM*
COc1ccc(N2CCN(C(=O)Nc3ccc(Cl)cc3)CC2)cc1 | -23%
COCCNC(=O)[C@H]1C[C@H](Oc2ccccc2)CN1S(=O)(=O)c1ccc(OC)cc1 | 31%
Fc1ccc(-c2nc3cc(Cl)ccc3o2)cc1 | ?
COc1ccc(-n2nc3ccc(NC(=O)c4ccccc4Br)cc3n2)cc1 | ?
Cn1c(N)c(-c2csc(NC3CC3)n2)c(=O)n(C)c1=O | ?
CCN(Cc1nccn1C)C(=O)c1cc(-c2cnc(C)nc2)nc2ccc(F)cc12 | 15%
CCC(Sc1nnc(-c2ccc(OC)c(OC)c2)c(-c2ccc(OC)c(OC)c2)n1)C(=O)NC1CCCC1 (stereo not given) | ?
COc1ccc(CCC(C)(O)c2cc(-c3ccc(OC)cc3)no2)cc1 (stereo not given) | 10%
C[C@H]1[C@@H]2[C@@H](O)C([C@H](C)C(=O)N(C)CCC#N)CC[C@@]2(C)CC[C@@H]1NC(=O)c1cncnc1 (stereo not given in full) | 10%
O=C(NCCCN1CCN(c2ccccc2F)CC1)c1cc2c(s1)-c1ccccc1OC2 | ?
O=C(O)/C=C/c1c(F)cccc1Cl | 36%[activator]
CC(NCc1cccc(C#N)c1)c1ccc(Cl)cc1Cl (stereo not given) | ?
O=C(Nc1ccc(Br)cc1)c1ccc(F)c(S(=O)(=O)N2CCc3ccccc32)c1 | ?
CCN(c1ccccc1)c1nnc(NC(=O)Nc2cccc(C(F)(F)F)c2)s1 | 4%
CC(=O)c1c(C)[nH]c(C(=O)OCC(=O)c2ccc3c(c2)NC(=O)CO3)c1C | -3%
CC(C)NC(=O)C1CC(c2c(F)cccc2Cl)=NO1 (stereo not given) | 16%
CC[C@H]1CN(C(=O)Nc2cccc(C(F)(F)F)c2)CC[C@H]1CC(=O)NCCN1CCCCC1 | -5%
CCc1c(C)sc(NC(=O)C2c3ccccc3Oc3ccccc32)c1C#N | -2%
CC(=O)Nc1ccc(S(=O)(=O)Nc2nc3ccccc3nc2Nc2ccc(N(C)C)cc2)cc1 | -21%
COc1ccc(C2Cn3cnc(C(=O)N4CCC(C(=O)Nc5ccc(C)cc5C)CC4)c3CO2)cc1 (stereo not given) | 21%
NS(=O)(=O)c1ccc(N/N=C/c2cccc(C(F)(F)F)c2)c([N+](=O)[O-])c1 | 17%
CC(=O)N1CCc2c(sc3c2c(=O)n(-c2ccccc2)c(=O)n3Cc2cccc(C(F)(F)F)c2)C1 | -23%

(further entries)
compound | KDM5B inhibitor
CCc1nc(N2CCOCC2)ncc1C(=O)O | 25µM*
COC(=O)c1ccc(C)c(NC(=O)c2cc(-c3cc(C)sc3C)nc3onc(C)c23)c1 | -18%
Cc1cccc(CN2CCC3(CC2)COCCN3C(=O)OCc2ccccc2)c1 | -10%[86.2 µM]
CN(C)[C@H]1CCN(Cc2cccc(C(=O)O)c2)C[C@H]1CCC(=O)O | -15%
COc1cc(OC)c(NC(=O)C(CC(C)C)N2Cc3ccccc3C2=O)cc1Cl (stereo not given) | 7%&-26%
CC(C)OP(=O)(OC(C)C)C(Nc1ccccc1)c1cccnc1 (stereo not given) | 5%
COc1ccc(C(=O)N2CCC(c3n[nH]c(=O)n3-c3ccc(C)cc3)CC2)cc1OC | 19%
Cc1ccccc1CNC(=O)COC(=O)c1cc2ccccc2[nH]1 | 81%[activator]
c1ncc(CN2CCn3c(nnc3C3CCCNC3)C2)s1 (stereo not given) | ?
CCn1ncc(N2CCCC(CC(=O)Nc3ccccc3OC)C2)cc1=O (stereo not given) | 5%
CCCN(CC1CCOC1)S(=O)(=O)c1ccc(F)cc1 (stereo not given) | 7%
O=C(C[C@@H]1CCNC[C@@H]1Cc1cc(-c2ccc(F)cc2)on1)NCc1ccc2c(c1)OCO2 | 11%
Cc1ncc2n1C(=O)N(C1CCN(C(=O)c3ccc(F)cc3)CC1)C2 | 4%
CCc1ccc(CNC(=O)CSCc2cnn(-c3ccccc3)c2-n2cccc2)cc1 | -9%
CCOC(=O)C1=CN(CC(=O)Nc2cccc(Cl)c2C)S(=O)(=O)N=C1C | 32%[activator]
Cc1nn(C)c2c1c(C(F)(F)F)cc(=O)n2C(C)C(=O)NCCc1ccc(Cl)cc1 (stereo not given) | ?
CN(C)Cc1ccc2c(c1)c(OC(C)(C)C(=O)NC1CC1)nn2Cc1ccccc1 | 35µM*
C=CCNC(=S)/N=c1/ccccn1CC | -29%
COc1ccc(NC(=O)N2C[C@@H]3C[C@H](C2)c2c(NC(=O)c4cncnc4)ccc(=O)n2C3)cc1 | -12%
CCC1(CO)CCCN(Cc2[nH]cc(C)c(=O)c2C)C1 (stereo not given) | 23%

2 compounds drawn at random from those above:
compound | KDM5B inhibitor
CCOC(=O)C1=CN(CC(=O)Nc2cccc(Cl)c2C)S(=O)(=O)N=C1C | 32%[activator]
CCCN(CC1CCOC1)S(=O)(=O)c1ccc(F)cc1 (stereo not given) | 7%

Continuation:
| molecule | KDM5B inhibitor |
| --- | --- |
| O=C(CC1CCCCC1)N1CCN(c2cc(-c3ccccc3)[nH]n2)CC1 | -7% |
| COC(=O)c1nc2n(n1)C(c1cccc(Cl)c1)C(C(=O)Nc1ccccc1OC)=C(C)N2 (stereo not given) | -26% |
| COC(=O)c1ccccc1NC(=O)CSc1nc2nc(C)cc(C)n2n1 | 3% |
| Cc1ccc(NC(=O)c2oc3ccccc3c2NC(=O)c2cc(=O)c3ccccc3o2)cc1 | 10% |
| CN(C)C[C@@H]1CN(Cc2ccncc2)C[C@H]1NC(=O)c1cccc(C#N)c1 | ? |
| COc1ccccc1OCC(=O)Nc1ccc(-c2nc3ccccc3o2)cc1 | ? |
| CCCCc1nc2sc3c(NCCO)ncnc3c2c2c1CCC2 | -27% |
| CCN(CC)CCNC(=O)C1N(C(C)C)C(=O)C12CCCC2 (stereo not given) | 4% |
| CCNC(=O)CN1CCN(C(=O)CCc2ncc(-c3ccc(Cl)cc3)o2)CC1 | 14% |
| CCCC(=O)N1Cc2ccccc2CC2(CCN(Cc3ccncc3)C2)C1 (stereo not given) | ? |
| CCc1ccc(NC(=O)[C@H](Cc2ccccc2)N2Cc3ccccc3C2=O)cc1 | -16% |
| Cc1noc(C)c1[S+](=O)([O-])N1CCC2(C1)C(=NC1CCCC1)NC(=O)N2c1cccnc1 (stereo not given) | -9% |
| COc1ccc(CNC[C@H]2O[C@H](Cc3cc(-c4ccc(OC)cc4)on3)CC[C@@H]2O)cc1 | 134%[activator] |
| CC(C)NC(=O)C1CCc2nnc(-c3ccc(Cl)cc3Cl)n21 (stereo not given) | 15%[149 µM] |
| Cc1occc1C(=O)N1CCCC(N2CCN(c3cccc(C(F)(F)F)c3)CC2)C1 (stereo not given) | 13% |
| COC(=O)c1c(NC(=O)c2nc(SCc3cccc(C)c3)ncc2Cl)sc2c1CCCC2 | -17% |
| C=CCNC(c1ccccc1)c1ccccc1 | ? |
| COc1ccc(-c2nc(CSc3ccc(S(=O)(=O)N4CCCCC4)cn3)no2)cc1 | 8% |
| CCc1nn(CC(=O)Nc2cccc(C)c2C)c(=O)c2cc3sccc3n12 | -9% |
| O=C(CCc1nc(CSc2n[nH]c(-c3ccccc3Cl)n2)no1)Nc1ccc2ccccc2c1 | -4% |
| O=C(c1ccc2c(c1)CCCO2)N1CCCn2nc(C(O)C3CCC3)cc2C1 (stereo not given) | -10% |
| COc1ccc(C)cc1CN(C)C(=O)C1CCN(C(=O)c2cccc3ccccc23)CC1 | 9% |
| COc1cccc(NC(=O)N2CCN(C(=O)c3nsc4ccccc34)CC2)c1 | ? |
| COc1ccc(N2CCN(C(=O)c3ccc(COc4ccc([N+](=O)[O-])cc4)o3)CC2)cc1 | -9% |
| Cn1ccc2c(C(=O)NCC3CCOCC3)nc(-c3cccc(N4CCOCC4)c3)cc21 | ? |

In the list so far, these have two or more sulfur atoms.
| molecule | KDM5B inhibitor |
| --- | --- |
| Cc1c(C(=O)COC(=O)CCCNS(=O)(=O)c2cccs2)oc2ccccc12 | -13% |
| Cc1cc(C)c2c(=O)cc(CSCC(=O)Nc3nnc(C)s3)[nH]c2c1 | ? |
| CSc1nnc(NC(=O)c2cc(=O)c3cc(Cl)cc(Cl)c3o2)s1 | -7% |
| COC(=O)c1c(NC(=O)c2nc(SCc3cccc(C)c3)ncc2Cl)sc2c1CCCC2 | -17% |
| COc1ccc(-c2nc(CSc3ccc(S(=O)(=O)N4CCCCC4)cn3)no2)cc1 | 8% |

The list goes on:
| molecule | KDM5B inhibitor |
| --- | --- |
| CCN(CC)CC(C)NCc1ccccc1 (stereo not given) | 3%[230 µM] |
| COc1ccc(S(=O)(=O)c2c(Nc3ccc(C)cc3)sc(C(=O)c3ccc(C)cc3)c2N)cc1 | ? |
| NS(=O)(=O)c1ccc(NC(=O)c2cc3ncccn3n2)cc1 | -16% |
| CCN(CCNC(=O)CC1=C2CCCCC2N(C)C1=O)Cc1ccccc1 (stereo not given) | -15% |
| COc1ccc(-c2nc(C(C)C)nc3c2CN(C(=O)c2ccccc2F)CC3)cc1 | -13% |
| CCCCCCCOc1ccc(C(=O)Oc2ccc(C(C)=O)cc2)cc1 | 18% |
| COCC(=O)N(C1CCOCC1)C1CCN(C(=O)c2ccccc2OC(F)(F)F)CC1 | -18% |
| COc1ccc(C[C@H](NC(=O)C2=C[C@@H](NC(=O)Nc3ccc(C)cc3)[C@@H](O)[C@H](O)C2)C(N)=O)cc1 | 14% |

Structures listed above shown as hits in KDM5B inhibitor:
| molecule | KDM5B inhibitor |
| --- | --- |
| Cc1ccc(NC(=O)Nc2ccccc2)c(=O)n1CC(=O)N1CCN(c2ccccc2)CC1 | 28µM* |
| CCc1nc(N2CCOCC2)ncc1C(=O)O | 25µM* |
| CN(C)Cc1ccc2c(c1)c(OC(C)(C)C(=O)NC1CC1)nn2Cc1ccccc1 | 35µM* |
